Screens as filed in PubChem.
PPARg SRC-3 ag: PPARgamma agonists recruiting SRC-3 coactivator, primary screen, biochemical. Peroxisome proliferator-activated receptor gamma (Homo sapiens), P37231. biochemical PPARgamma/SRC-3 coactivator recruitment assay. activation, % at 8 µM. actives 0.26% (n = 200,000). AID 731, 2007; in the data active = activation above about 23%;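 note: 0% = DMSO and 100% = reference agonist; some compounds past the cut are filed as inactive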
Target sequence (P37231 whole entry, looked up): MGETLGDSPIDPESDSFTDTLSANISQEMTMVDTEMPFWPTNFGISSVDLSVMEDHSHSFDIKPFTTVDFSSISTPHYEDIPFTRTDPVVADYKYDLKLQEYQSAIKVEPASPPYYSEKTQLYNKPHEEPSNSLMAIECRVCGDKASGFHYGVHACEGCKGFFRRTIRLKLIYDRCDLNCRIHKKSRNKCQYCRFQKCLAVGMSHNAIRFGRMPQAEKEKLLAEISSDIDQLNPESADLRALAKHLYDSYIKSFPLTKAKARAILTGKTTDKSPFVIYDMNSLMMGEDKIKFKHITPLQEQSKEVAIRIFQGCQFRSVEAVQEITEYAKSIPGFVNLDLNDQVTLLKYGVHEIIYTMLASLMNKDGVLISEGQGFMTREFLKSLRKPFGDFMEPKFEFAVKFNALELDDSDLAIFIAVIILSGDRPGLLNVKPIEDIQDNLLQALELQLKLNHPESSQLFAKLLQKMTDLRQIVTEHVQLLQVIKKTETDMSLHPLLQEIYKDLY
STAT1 blocker: STAT1 signaling inhibitors, primary screen, cell-based, HTS, luciferase reporter; NIH 3T3 STAT1-luciferase reporter, IFN-gamma, luminescence; actives 0.35% (n = 200,000); inhibition, % at 5.5 µM; AID 920, 2007;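 active = inhibition above a set limit, the mean inhibition across all tested compounds plus 3 SD, cut at about 34% in these data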;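 note: 0% = IFN-gamma with DMSO and 100% = IFN-gamma with 300 µM nifuroxazide; values of inactives mirror those of a sister screen read the other way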
ROMK primary: ROMK potassium channel modulators, primary screen, cell-based, thallium flux, MLSMR library | actives 2% (n = 130,000) | AID 1918, 2009 | Tet-inducible ROMK, thallium flux fluorescence; actives lie on both sides | ATP-sensitive inward rectifier potassium channel 1 (Homo sapiens), P48048 | B-score at 10 µM;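 active = signal ratio slope over the read window, or its plate-corrected B-score, at least 3 SD from the plate mean, either direction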;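 note: B-score of the F/F0 ratio slope over 7 to 12 s after thallium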
RAM network inh: inhibitors of the yeast RAM network, primary screen, dse1pr::URA3 reporter, 5-FOA selection. actives 1.8% (n = 190,000). S. cerevisiae dse1pr::URA3 reporter, 5-FOA growth OD615, 2 d; analog-sensitive cbk1-as2 kinase mutant strain. inhibition, % at 50 µM;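 active = inhibition above a set limit, 3 SD over mean compound inhibition, cut at about 8.4% in these data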;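 note: 0% = DMSO-only wells with no growth and 100% = 10 µM 1-NA-PP1 full growth; inhibition rescues growth on 5-FOA so higher OD means more RAM inhibition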
TR-FRET SRC-2 ct: TR-FRET signal artefacts, primary screen, artefact control for PPARgamma SRC-2 agonist project, biochemical | TR-FRET artefact counter-screen; hits give high values | TR-FRET ratio at 8 µM | actives 0.4% (n = 200,000) | AID 1049, 2008; in the data active = TR-FRET ratio above about 2000; note: inactives centre near 1500
STAT3 inh: IL-6 driven STAT3 reporter inhibitors, primary screen, U3A cells, luciferase, luminescence, MLSCN library | IL-6 STAT3-luciferase reporter; host cell line lacks STAT1 | inhibition, % at 5.5 µM | actives 0.89% (n = 190,000) | AID 862, 2007;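 active = inhibition above the mean inhibition across all screened compounds plus 3 SD, cut at about 44% in these data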;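 note: 0% = DMSO only wells and 100% = 100 µM nifuroxazide control wells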
PPARg SRC1 recr: PPARgamma agonists recruiting SRC-1 coactivator, primary screen, biochemical; Peroxisome proliferator-activated receptor gamma (Homo sapiens), P37231; PPARgamma-SRC-1 coactivator recruitment biochemical assay; activation, % at 8 µM; actives 0.41% (n = 200,000); AID 631, 2007; in the data active = activation above about 19%;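 note: 0% = DMSO and 100% = reference agonist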
STAT3 activator: IL-6 driven STAT3 reporter potentiators, primary screen, U3A cells, luciferase, luminescence, MLSCN library; actives 0.91% (n = 190,000); AID 871, 2007; activation (% of control), % at 5.6 µM; IL-6 STAT3-luciferase reporter; 100% = signal with IL-6 EC80 alone;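 active = activation above the screen-wide mean of compound activation plus 3 SD, cut at about 130% in these data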;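 note: 0% = background luminescence of wells with medium and substrate only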
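Material: STAT3-luciferase reporter U3A cells. Controls: IL-6-treated wells, 100% activation. Read-out: % activation versus median of IL-6-stimulated wells. Probe or stimulus: IL-6 stimulus at 33 ng/mL final. Timing: compound 1 h, then IL-6 6 h at 37 °C. Signal: reporter luminescence signal.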
PPARg SRC-2 ag: agonists of PPARg-SRC-2 recruitment, primary screen, biochemical, HTS; PPARgamma LBD-SRC-2 recruitment; activation, % at 8 µM; actives 0.34% (n = 200,000); in the data active = activation above about 22%;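 note: 0% = vehicle and 100% = reference agonist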
S1P3 antag: S1P3 receptor antagonists, primary screen, cell-based | actives 0.27% (n = 170,000) | inhibition, % at 4.98 µM | Sphingosine 1-phosphate receptor 3 (Homo sapiens), Q99500 | CHO S1P3 NFAT-BLA reporter, FRET fluorescence, antagonist mode;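 active = inhibition above the plate cutoff, the mean inhibition of test wells on that plate plus 3 SD, cut at about 28% in these data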;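 note: cells challenged with S1P at its EC80 of 0.8 µM; blue over green emission ratio from cleaved BLA substrate after 4 h stimulation; 0% = S1P-stimulated wells and 100% = unstimulated DMSO-only wells; some compounds past the cut are filed as inactive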
Target sequence (Q99500 whole entry, looked up): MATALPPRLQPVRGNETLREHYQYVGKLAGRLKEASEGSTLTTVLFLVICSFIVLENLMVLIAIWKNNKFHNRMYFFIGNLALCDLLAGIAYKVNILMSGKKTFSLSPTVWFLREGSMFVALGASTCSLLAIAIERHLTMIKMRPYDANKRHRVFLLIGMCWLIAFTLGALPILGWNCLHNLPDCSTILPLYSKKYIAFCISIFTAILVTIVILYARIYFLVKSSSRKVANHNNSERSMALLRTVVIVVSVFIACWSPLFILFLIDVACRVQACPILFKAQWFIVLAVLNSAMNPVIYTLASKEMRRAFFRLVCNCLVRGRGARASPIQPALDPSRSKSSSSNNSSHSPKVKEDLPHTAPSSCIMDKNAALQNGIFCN
TLR4-MyD88 BLA: inhibitors of TLR4-MyD88 association in cells, primary screen, cell-based, HeLa CL3-4, BLA complementation, FRET ratio | HeLa CL3-4 TLR4/MyD88 BLA complementation | inhibition, % at 8.4 µM | actives 0.18% (n = 200,000) | Toll-like receptor 4 (Homo sapiens) + Myeloid differentiation primary response protein …; in the data active = inhibition above about 25%;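 note: 0% = vehicle and 100% = reference inhibitor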
Numbers without * were called inactive; nt = not tested or not shown.

Molecule	STAT3 inh	PPARg SRC1 recr	PPARg SRC-3 ag	PPARg SRC-2 ag	STAT1 blocker	RAM network inh	S1P3 antag	STAT3 activator	TLR4-MyD88 BLA	TR-FRET SRC-2 ct	ROMK primary
C(=N\Nc1nc2ccccc2[nH]1)/c1c[nH]c2ccccc12	-15.4	5.1	10.3	11.3	-33.5	1.0	19.5	111.6	7.7	1724	nt
COc1ccc(-c2nnc(SC(C)C(=O)NCc3ccc4c(c3)OCO4)n2Cc2ccco2)cc1 (stereo not drawn)	-11.7	-3.4	-3.2	1.1	-1.9	2.8	nt	110.0	2.2	1420	-0.00267
CCCCOC(=O)C1=C(C)Nc2nnnn2C1c1ccc(OC)c(OC)c1OC (stereo not drawn)	-1.6	4.7	-7.8	0.7	2.7	3.2	11.6	103.6	-4.7	1549	-0.708
Nn1c(Cc2ccccc2)n[nH]c1=S	-5.5	7.1	1.2	2.3	-11.5	1.4	-0.8	105.9	10.9	1564	nt
CCOC(=O)N1CCC(=NNc2ccnc3cc(Cl)ccc23)CC1	-4.7	8.8	4.6	1.8	3.6	1.6	-2.5	108.4	8.6	1698	-0.145
COc1ccc2c(c1)N(C(=O)CN1C(=O)C3CCCCC3C1=O)C(C)(C)C=C2C (stereo not drawn)	3.1	2.9	8.2	-3.0	7.9	1.8	nt	99.2	-0.8	1548	nt
Cn1c(CN2CCOCC2)nnc1SCc1cccc(F)c1	7.8	6.1	-1.2	3.3	-0.4	1.9	4.5	99.8	1.7	1607	-0.114
COC(=O)[C@H](CC(C)C)NC(=O)Nc1cccc(Br)c1	7.1	-2.6	-1.0	1.0	-2.9	0.0	-5.0	96.3	2.0	1519	nt
CC1CCN(S(=O)(=O)c2ccc(NC(=O)c3cccs3)cc2)CC1	-2.2	1.7	4.9	-1.4	2.0	2.4	-9.4	105.6	-4.8	1475	nt
CCCCCCCCNC(=O)CC(NS(=O)(=O)c1ccc(NC(C)=O)cc1)C(C)C (stereo not drawn)	-1.0	-0.6	-3.1	1.8	-2.7	12.7*	-5.2	104.2	-1.7	1435	-0.441
CC(C)C(NC(=O)CC12CC3CC(CC(C3)C1)C2)C(=O)O (stereo not drawn)	-1.0	0.2	1.2	-5.8	-8.3	-0.7	5.0	103.1	6.0	1648	0.896
O=C(NCCC1=CCCCC1)C1CCCN(S(=O)(=O)c2ccccc2)C1 (stereo not drawn)	10.4	-8.8	2.1	-10.2	-0.6	1.8	-0.6	94.4	4.5	1370	-0.0209
CC1CCN(C(=O)/C(=C/c2ccccc2Cl)c2ccccc2)CC1	4.7	5.3	5.6	2.5	-0.8	1.0	nt	104.8	-1.4	1431	nt
N#Cc1ccccc1Cn1cc(C#N)c2ccccc21	0.9	-9.3	4.2	2.2	9.9	0.9	nt	102.4	6.5	1384	nt
Nc1nnc(CC(c2ccccc2)c2ccccc2)s1	-11.4	-2.6	-3.6	-3.2	2.1	2.0	nt	109.7	2.8	1501	0.725
Cc1ccc(Cn2nnc(C(=O)Nc3cccc(C)c3C)c2N)cc1	1.2	0.7	0.6	-6.7	-2.5	2.2	0.3	102.7	-13.7	1502	0.313
O=C(CSc1nnc2scc(-c3ccccc3)n12)NCc1ccco1	-4.2	5.2	-1.0	2.8	4.4	0.1	5.6	107.1	4.1	1418	0.469
Cc1ccc(Oc2nc(-c3ccccc3)ncc2S(C)(=O)=O)cc1	-12.3	-3.1	-8.6	5.7	-7.3	4.0	nt	115.5	-3.4	1524	nt
Cc1cc(=O)n(C)c(=O)n1CCCNc1ccccc1	21.2	3.0	-6.5	-2.2	8.7	2.6	-9.5	86.1	14.0	1538	nt
COC1=C(Nc2ccc(C)cc2)C(=O)c2ccccc2C1=O	-18.0	-2.4	4.2	-4.1	-11.8	3.4	-8.4	112.4	-0.9	1565	-0.251
COc1ccccc1NC(=O)C1=C(C)NC(SCC(=O)c2ccccc2)=C(C#N)C1c1ccco1 (stereo not drawn)	10.9	17.5	19.7	16.4	-4.2	3.6	-0.3	94.3	5.2	2496*	nt
CCOC(=O)C(C(=O)Nc1cccc(C)c1)C1CCCCC1 (stereo not drawn)	-5.2	2.6	-2.3	-2.6	0.8	3.4	nt	104.6	-7.2	1542	0.579
CCN(CC)S(=O)(=O)c1ccc(N2C(=O)Nc3ccccc3N2O)cc1	13.1	7.4	0.3	4.3	-1.2	-0.4	5.2	87.4	-3.7	1483	1.39
CCCOc1ccc(N/C=C/C(=O)C(C)(C)C)cc1	-3.9	2.3	0.2	-1.6	-7.2	-1.4	-8.5	106.5	-4.6	1534	-0.146
Cc1ccc(Nc2nc(=O)[nH]nc2C)cc1	0.2	-0.9	1.0	1.0	-4.3	1.7	nt	99.9	5.1	1473	0.54
c1ccc2c(c1)NC1(CCCCC1)n1c-2nc2ccccc21	19.2	0.4	-1.6	-0.2	-25.9	0.1	-9.8	85.3	5.1	1856	-0.344
O=C(OCc1cccc([N+](=O)[O-])c1)c1cccnc1	23.9	11.4	5.1	8.8	-1.0	-0.4	-1.9	85.8	-22.0	1721	-0.218
CCC1(C)CC(CCN(Cc2ccco2)C(C)=O)(c2ccccc2)CCO1 (stereo not drawn)	-3.1	-9.2	-0.3	-1.1	1.2	-1.7	-8.1	105.8	-4.7	1479	-0.589
O=C(NCc1cccnc1)C1CC2c3ccccc3C1c1ccccc12 (stereo not drawn)	6.2	4.9	8.0	1.1	3.9	1.8	nt	99.7	-3.2	1782	nt
Fc1ccc(-c2ccnc3nc(-n4cccc4)nn23)cc1	26.9	9.1	5.0	3.8	4.7	0.8	nt	81.4	-4.0	1423	nt
O=C(COC(=O)Cc1ccc(Cl)cc1Cl)Nc1ccccc1OC(F)F	-1.5	-2.4	-0.9	5.8	7.0	7.7	-1.2	103.7	-9.1	1562	nt
CCN(CC)S(=O)(=O)c1ccc(C(=O)NCCc2cc3c(OC)ccc(OC)c3[nH]c2=O)cc1	13.1	-3.0	3.6	-0.6	-1.9	0.7	-5.8	91.9	4.2	1766	nt
COc1ccc(S(=O)(=O)N(C)C)cc1NS(=O)(=O)c1ccc(F)c(F)c1F	2.2	-4.5	1.5	3.6	6.9	0.3	-0.7	96.9	-0.4	1465	-0.602
CC(C)(C)N(NC(=O)Nc1ccc(Cl)c(Cl)c1)C(=O)c1ccccc1	-5.1	8.3	9.4	-7.3	-0.7	4.3	nt	113.3	-4.7	1391	nt
O=C(C[n+]1cccc(CNC(=O)c2ccc(OC(F)F)cc2)c1)Nc1cccc(C(F)(F)F)c1	-5.7	7.5	1.4	7.7	-0.5	-0.1	-1.5	104.9	-1.8	1562	-3.06*
N#Cc1cnn(-c2ncnc3sc4c(c23)CCCC4)c1N	5.0	-1.5	6.5	12.2	11.0	1.7	nt	94.7	-2.9	1596	-0.199
CC(OC(=O)CNC(=O)C12CC3CC(CC(C3)C1)C2)C(=O)Nc1ccc(S(N)(=O)=O)cc1 (stereo not drawn)	2.1	5.2	3.4	11.9	5.2	0.4	-5.7	106.7	-12.8	1579	-0.507
Cc1ccc(C(=O)NNC(=O)c2cccc(S(=O)(=O)N3CCN(c4ccccc4)CC3)c2)cc1	3.8	-0.1	6.8	5.1	-8.4	3.6	0.2	100.1	8.8	1648	-1.9
Cc1cccc(C(=O)N2CCC(Cc3ccccc3)CC2)c1[N+](=O)[O-]	-17.1	0.3	4.5	-0.1	-0.7	2.5	-5.2	111.9	6.1	1771	-1.68
COc1cc(C2NC(=S)NC(c3ccccc3)=C2C(C)=O)cc(Cl)c1OCC(=O)O (stereo not drawn)	5.8	-3.2	-0.8	-1.3	4.5	0.4	nt	104.8	14.1	1679	nt
CC(Oc1ccccc1Cl)c1nnc(N)s1 (stereo not drawn)	-0.4	4.2	1.8	5.8	2.3	2.6	nt	100.3	1.6	1493	0.304
CCOc1ccc(N(CC(=O)N2CC=C(c3ccccc3)CC2)S(=O)(=O)c2c(C)noc2C)cc1	2.6	-0.4	2.7	-1.6	5.8	3.2	11.3	101.8	8.2	1730	nt
CCCCCCOc1ccc(N2C(=O)CC(N3CCN(C(=O)c4ccco4)CC3)C2=O)cc1 (stereo not drawn)	9.6	5.7	2.5	0.7	-2.5	4.9	nt	94.5	-7.9	1577	-0.847
COC(=O)N/N=C(\C)c1ccc(C)c([N+](=O)[O-])c1	5.8	-5.7	-0.9	-5.9	-9.8	0.8	-8.6	98.0	-2.1	1455	0.0718
Cc1ccc(S(=O)(=O)NCCN(CCNS(=O)(=O)c2ccc(C)cc2)S(C)(=O)=O)cc1	-1.9	4.3	1.3	4.7	4.8	1.7	-43.8	104.2	-5.5	1536	-1.08
C/C(=N\NC(=O)c1nc2ccccn2c1C)c1ccco1	1.8	4.9	3.0	0.4	-39.4	2.1	5.5	101.8	0.5	1634	-0.857
CC(C)(C)c1ccc(/C=C2\SC(=O)N(CCNC(=O)c3cccc(S(=O)(=O)N4CCOCC4)c3)C2=O)cc1	16.6	5.5	3.9	8.4	-15.5	4.2	-7.8	88.1	-12.4	1545	nt
CCCCCCCCn1c2c(c(=N)c3ccccc31)CCC2	84.8*	3.0	-2.2	8.2	29.9	0.3	-14.2	29.2	34.6*	1646	-6.62*
COc1cc(/C=N\n2cnnc2)ccc1OCC(=O)Nc1ccc(C)cc1	-32.1	-2.3	-2.8	-4.9	-4.0	3.0	nt	132.0	1.0	1406	nt
C=CCOc1cccc(/C=N/NC(=O)CN(c2cc(Cl)ccc2OC)S(=O)(=O)c2ccc(C)c([N+](=O)[O-])c2)c1	-10.9	-1.4	1.9	-7.2	-5.7	1.9	-4.2	106.8	0.3	1546	-0.409
